# Bioassay records deposited in PubChem by National Center for Advancing Translational Sciences (NCATS).
# rTrxR1 inhibitor – qHTS Assay for Inhibitors of Mammalian Selenoprotein Thioredoxin Reductase 1 (TrxR1): qHTS. recombinant rTrxR1, NADPH fluorescence consumption, selenite substrate. Potency, µM (highest dose often 114 µM), without a hit: at the top dose activity change, negative = inhibition, usual class: inhibitors. 1% of 390,000 active. AID 588453, 2011; further: potency means the concentration at half of the fitted maximal effect; on the % scale 0 is the no-effect control and ±100 the full control effect; nearly all actives have a fitted effect of over 65% in size
#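 Rat TrxR1 (90 nM in the dispensed reagent) was pre-reduced with 400 uM NADPH for 5 min at room temperature, then incubated with compound for 15 min. After 400 uM selenite was added, NADPH fluorescence (Ex 340/Em 450 nm) was followed for 8 min.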
# GLS inh – qHTS for Inhibitors of Glutaminase (GLS); Glutaminase kidney isoform, mitochondrial (Homo sapiens), O94925; GLS enzymatic activity, qHTS titration; Potency, µM (highest dose often 45.5 µM), inactives show at the top dose activity change, negative = inhibition, most hits filed as inhibitors; 0.21% of 410,000 active; AID 624170, 2012; further: potency means the concentration at half of the fitted maximal effect; on the % scale 0 is the no-effect control and ±100 the full control effect
#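 Glutamate formation by hKGA was monitored fluorometrically using coupled glutamate oxidase, HRP and Amplex Red. Substrate was added as 1 mM L-glutamine solution; incubation was 30 min at RT after an initial read.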
# PI4K2A inh – qHTS for small molecular inhibitors of PI4K2A; purified PI4K2A, ADP-Glo luminescence, 1 h; hits give low values; activity change, negative = inhibition, % at 76.9 µM; 0.13% of 420,000 active; AID 1346378, 2018; in the data active means activity change below about -50%; inconclusive means mostly about -30% to -49%;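 further: -100% = wells without enzyme as full effect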
# Target sequence (Q9BTU6 whole entry, looked up): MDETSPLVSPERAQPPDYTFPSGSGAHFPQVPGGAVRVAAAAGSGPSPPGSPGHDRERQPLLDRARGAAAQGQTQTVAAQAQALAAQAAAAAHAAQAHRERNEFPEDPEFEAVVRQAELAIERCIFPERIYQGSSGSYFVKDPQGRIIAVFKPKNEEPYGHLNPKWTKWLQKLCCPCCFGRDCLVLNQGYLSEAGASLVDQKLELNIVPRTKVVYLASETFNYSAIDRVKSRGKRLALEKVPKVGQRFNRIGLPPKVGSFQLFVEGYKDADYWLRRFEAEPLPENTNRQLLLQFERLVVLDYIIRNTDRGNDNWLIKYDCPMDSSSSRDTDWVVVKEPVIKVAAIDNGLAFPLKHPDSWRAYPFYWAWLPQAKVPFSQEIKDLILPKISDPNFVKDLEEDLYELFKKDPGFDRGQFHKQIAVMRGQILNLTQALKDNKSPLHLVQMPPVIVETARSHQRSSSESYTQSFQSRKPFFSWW
#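 ADP-Glo luminescence measured ADP generated by PI4K2A enzyme (4 ug/mL before mixing) with 1.2 mM PI substrate (pre-mix) and 300 microM ATP (pre-mix). Tris pH7.5 buffer with MgCl2, Triton X-100; 1 h reaction at ambient temperature.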
# USP1-UAF1 inh – Inhibitors of USP1/UAF1: Primary Screen; Potency, µM (top dose mostly 57.1 µM), for the others: top-dose activity change, negative = inhibition, hits mostly inhibitors; 0.23% of 390,000 active; Ubiquitin carboxyl-terminal hydrolase 1 (Homo sapiens), O94782; recombinant USP1/UAF1, Ub-Rhodamine cleavage fluorescence; further: potency means the concentration at half of the fitted maximal effect; on the % scale 0 is the no-effect control and ±100 the full control effect; nearly all actives have a fitted effect of over 60% in size; inactives centre near -12
#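 USP1/UAF1 complex at 1 nM was preincubated with compound for 15 min at room temperature, then Ub-Rho substrate (150nM final) was added. Fluorescence (480/540 nm) was read kinetically, 6 reads every 60 seconds.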
# Pin1 inhibitor – qHTS Assay to Find Inhibitors of Pin1 | Peptidyl-prolyl cis-trans isomerase NIMA-interacting 1 (Homo sapiens), Q13526 | Pin1 FP peptide displacement, HiFluor488, 10 min | Potency, µM (highest dose often 115 µM), for the others: top-dose activity, negative = inhibition, hits mostly inhibitors | 0.009% of 390,000 active | AID 504891, 2011; active means well fitted inhibition curve with a large enough effect in the polarisation, with a control signal flat, not every such curve was filed as active; inconclusive means small, poorly fitted or top-dose-only effect, or effect the other way, or a change in a side signal; inactive means no such curve, though single readings can be large or run the other way; the % refers to the polarisation; further: potency means the concentration at half of the fitted maximal effect; on the % scale 0 is the no-effect control and ±100 the full control effect
# Target sequence (Q13526 whole entry, looked up): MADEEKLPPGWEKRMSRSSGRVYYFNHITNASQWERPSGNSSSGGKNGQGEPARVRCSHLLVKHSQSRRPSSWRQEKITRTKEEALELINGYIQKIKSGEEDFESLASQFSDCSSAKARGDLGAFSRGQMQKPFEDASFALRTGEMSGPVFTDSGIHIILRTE
# mIDH1 inhibitor – qHTS for Inhibitors of mutant isocitrate dehydrogenase 1 (IDH1): qHTS | Isocitrate dehydrogenase [NADP] cytoplasmic (Homo sapiens), O75874 | AID 602179, 2012 | Potency, µM (series often up to 76.6 µM), for the others: at the top dose activity change, negative = inhibition, usual class: inhibitors | IDH1-R132H enzyme, NADPH consumption, diaphorase/resazurin fluorescence | 0.093% of 390,000 active; further: potency means the concentration at half of the fitted maximal effect; on the % scale 0 is the no-effect control and ±100 the full control effect; nearly all actives have a fitted effect of over 65% in size
#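 IDH1-R132H (0.5 ug/mL) preincubated 30 min with compound, then NADPH (0.016 mM) and alpha-KG (2 mM) added; 80 min at RT, pH 7.5. Remaining NADPH coupled via diaphorase/resazurin to fluorescence (540/590 nm); concentration-response curves normalized to no-enzyme control.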
# TrxR1 substrate – qHTS Assay for Substrates of Mammalian Selenoprotein Thioredoxin Reductase 1 (TrxR1): qHTS; 0.01% of 390,000 active; Thioredoxin reductase 1, cytoplasmic (Rattus norvegicus), O89049; purified TrxR1 substrate turnover, NADPH consumption readout; Potency, µM (titrated, usually from 114 µM), without a hit: at the highest dose activity change, negative = substrate turnover; further: potency means the concentration at half of the fitted maximal effect; on the % scale 0 is the no-effect control and ±100 the full control effect; nearly all actives have a fitted effect of over 50% in size
#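 Rat TrxR1, dispensed at 90 nM, was prereduced with 400 uM NADPH (final) for 5 min at ~22 deg C, then incubated with compound 15 min before 400 uM selenite. A first-read NADPH fluorescence drop versus no-compound background flagged substrates.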
# Tb PGK inh – qHTS Assay to Find Inhibitors of Phosphoglycerate Kinase | Potency, µM (titrated, usually from 57.5 µM), without a hit: top-dose activity change, negative = inhibition, most hits filed as inhibitors | Phosphoglycerate kinase, glycosomal (Trypanosoma brucei brucei), P07378 | PGK/GAPDH coupled, Kinase-Glo luminescence, 60 min | 0.043% of 380,000 active; further: potency means the concentration at half of the fitted maximal effect; on the % scale 0 is the no-effect control and ±100 the full control effect; nearly all actives have a fitted effect of over 60% in size
#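 Recombinant glycosomal PGK reaction used 1,3-bisphosphoglycerate generated in-well by GAPDH (100nM final) in 100mM TEA pH 7.6, 5mM MgCl2, 0.01% Tween-20. After 60 minutes at room temperature, ATP was read by Kinase-Glo Plus luminescence end-point.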
# HP1b binding inh – HTS for Inhibitors of HP1-beta Chromodomain Interactions with Methylated Histone Tails. AlphaScreen HP1-beta / biotin-H3K9me3 peptide binding. Potency, µM (titrated, usually from 114 µM), for the others: at the top dose activity change, negative = inhibition, actives largely listed as inhibitors. 0.56% of 390,000 active. Chromobox protein homolog 1 (Homo sapiens), P83916; further: potency means the concentration at half of the fitted maximal effect; nearly all actives have a fitted effect of over 70% in size; inactives centre near 23
# Target sequence (P83916 whole entry, looked up): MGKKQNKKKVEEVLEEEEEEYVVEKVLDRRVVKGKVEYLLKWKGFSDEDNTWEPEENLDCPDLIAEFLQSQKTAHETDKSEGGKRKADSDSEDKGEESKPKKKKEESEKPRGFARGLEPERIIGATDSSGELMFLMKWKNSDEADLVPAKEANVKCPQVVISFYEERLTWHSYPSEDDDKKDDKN
#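 Compound inhibition of the preformed complex between 50 nM HP1-beta and 50 nM biotinylated H3K9me3 peptide was read by AlphaScreen. Buffer was PBS pH 7.4 with 0.01% Tween-20. Incubations ran 30 min at room temperature, with 10 ug/mL donor/acceptor beads.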
# Starred values were filed as active, the others as inactive; i = inactive; ? = inconclusive; nt = no result given; & = joins results of further samples; [ ] = another dose, or the depositor's remark. Unless noted, the call rests on the fitted dose curve; in most records, active means well fitted curve in the direction sought with a large enough effect; inconclusive means small, poorly fitted or top-dose-only effect, or another doubt; inactive means no such curve, though single readings can be large; an effect the other way counts as inactive or inconclusive.
SMILES,rTrxR1 inhibitor,GLS inh,PI4K2A inh,USP1-UAF1 inh,Pin1 inhibitor,mIDH1 inhibitor,TrxR1 substrate,Tb PGK inh,HP1b binding inh
OC1CN=C2Sc3ccccc3N2C1 (centres undefined),15%,1%,-1,-7%,1%,2%,6%,0%,9%
CCOc1cc(/C=C/C(=O)OCC(=O)NCCN2C(=O)CSC2=O)ccc1OCC(C)C,11%,-1%,-2,-14%,5%,-3%,5%,3%,26%
CCOc1ccc(NC(=O)CCc2c(C)nc3cc(-c4ccccc4OC)nn3c2C)cc1,19%,2%,-2,-21%,-4%,-9%,42%[activator],0%,27%
Cn1c(Cc2cccs2)nnc1SCc1nc2ccccc2[nH]1,-6%,-2%,4,-20%,10%,-1%,-2%,3%,46%[activator]
CN(C)c1cc[n+](CC(=O)Nc2ccc([N+](=O)[O-])cc2Cl)cc1,5%[57.1 µM],-5%,0,-11%,-14%,2%,1%[57.1 µM],-5%,52%[activator]
CC(C)(C)OC(=O)N1CCC(c2c(C(=O)N3CCN(C(=O)c4ccco4)CC3)cnn2-c2ccc(F)cc2F)CC1,-4%&-24%,-5%&1%,-7&4,-14%&-35%,-8%&6%,-7%&-8%,0%&-6%,3%,28%&21%
CC(C)C1Nc2ccc(S(=O)(=O)N3CCOCC3)cc2NC1=O (centres undefined),1%[57.1 µM],0%,5,-12%,3%,0%,-4%[57.1 µM],-2%,49%[activator]
O=C1CN(C(=O)COc2ccccc2)c2ccccc2N1,18%,1%,-3,-20%,0%,12%,3%,i,44%[activator]
CCc1nnc(NS(=O)(=O)c2ccc(N=Cc3c(C)[nH]n(-c4ccc(Cl)cc4)c3=O)cc2)s1,-8%,-2%,2,-19%,11%,-10%,-9%,-4%,-1%
CCOc1cc(/C=N\O)cc(Cl)c1OCC,-13%,-7%,-3,-8%,-6%,15%,-11%,2%,66%[activator]
O=C(O)c1cn(Cc2ccccc2)c2ccccc2c1=O,11%[57.1 µM],84%[activator],-4,-16%,-2%,5%,8%[57.1 µM],1%,16%
COc1ccc(CNC(=O)C2CCN(S(=O)(=O)N3CCC4(CC3)OCCO4)CC2)c(OC)c1,10%,9%,-3,-9%,1%,7%,3%,0%,5%
O=C(Nc1ccc2nc(SCC(=O)N3CCc4ccccc43)sc2c1)c1ccc(Cl)cc1,45%[activator],-5%,-1,9%,-1%,-6%,10%,i,30%
CCC(C(=O)NCC1CCCO1)N(C(=O)CNS(=O)(=O)c1ccccc1)c1ccc(F)cc1 (centres undefined),17%[57.1 µM],-9%,-6,-8%,2%,4%,-7%,-1%,17%
CCN(CC)CCCNC(=O)Cn1nc(C)n2c(cc3sccc32)c1=O,1%,6%,0,14%,9%,-1%,-3%,11%,16%
CC1CCN(C(=O)Cn2cc(S(=O)(=O)CC(=O)N3CCOCC3)c3ccccc32)CC1,6%,-6%,-2,-8%,-1%,2%,2%,0%,43%[activator]
COc1ccc(C(=O)COC(=O)c2ccc3c(c2)OCO3)c(OC)c1,8%,2%,-6,-18%,6%,-1%,-2%,-5%,17%
Cc1ccc(S(=O)(=O)/N=C(/c2ccc(F)cc2)N2CCCCC2)cc1,17%,4%,6,-8%,-8%,-7%,10%,-1%,7%
COc1cc(NC(=O)N2CCC(CN3CCOCC3)CC2)cc(OC)c1OC,8%,8%,-2,7%,1%,-13%,4%,-2%,44%[activator]
COC(=O)C(C(=O)OC)=C(/C=C/N(C)C)N(C)C,-10%,9%,4,-15%,0%,-1%,-9%,-5%,20%
NC(N)=N/N=C/c1cccc([N+](=O)[O-])c1O,15%[57.1 µM],0%,0,-5%,-10%,4%,-10%[57.1 µM],-2%,2%
CS(=O)(=O)N(CC(=O)NC1CC1)c1cccc(F)c1,3%[57.1 µM],-6%,4,0%,2%,2%,-11%,1%,36%
CC(=O)n1cc([C@H]2C=C(C(=O)NCc3ccccc3)O[C@@H](OCc3ccc(CO)cc3)C2)c2ccccc21,12%[57.1 µM],2%,0,-25%,92%[activator],3%,8%[57.1 µM],i,3%
COc1ccc([N+](=O)[O-])cc1/C=N/Nc1nn[nH]n1,11%[57.1 µM],5%,1,-6%,-15%,-5%,3%[57.1 µM],0%,16%

# Reprinted at random: 2 entries already listed, in no set order.
SMILES,rTrxR1 inhibitor,GLS inh,PI4K2A inh,USP1-UAF1 inh,Pin1 inhibitor,mIDH1 inhibitor,TrxR1 substrate,Tb PGK inh,HP1b binding inh
CCN(CC)CCCNC(=O)Cn1nc(C)n2c(cc3sccc32)c1=O,1%,6%,0,14%,9%,-1%,-3%,11%,16%
COC(=O)C(C(=O)OC)=C(/C=C/N(C)C)N(C)C,-10%,9%,4,-15%,0%,-1%,-9%,-5%,20%

# Continuation:
SMILES,rTrxR1 inhibitor,GLS inh,PI4K2A inh,USP1-UAF1 inh,Pin1 inhibitor,mIDH1 inhibitor,TrxR1 substrate,Tb PGK inh,HP1b binding inh
CC(C)CCn1c(SCc2c(F)cccc2Cl)nc2ccsc2c1=O,2%[57.1 µM],7%,-2,3%,-8%,-11%,2%[57.1 µM],i,64%[activator]
Cc1cccc(NC(=O)C2CCCN(S(=O)(=O)c3c(C)nn(C)c3C)C2)c1 (centres undefined),13%,3%,9,-19%,0%,13%,3%,-4%,32%
COc1ccc(S(=O)(=O)N2CCOCC2)cc1NC(=O)Cc1ccc(F)cc1,nt,-6%,0,-26%,nt,10%,nt,-9%,nt
COc1ccc(-c2nnc(SCC3CCCO3)n2C)cc1 (centres undefined),13%[57.1 µM],2%,-3,-7%,-2%,-3%,8%,-4%,24%
O=S(=O)(c1ccc(Cl)cc1)c1cnc2ccccc2n1,-20%,-8%,3,-18%,-5%,-4%,3%,-8%,28%
CN1OC[C@@H]2CN[C@H](c3cccc(Oc4ccccc4)c3)C[C@@H]21,nt,0%,-1,-14%,nt,0%,nt,-6%,nt
CC(=O)Nc1ccc(NC(=O)C2CCN(C(=O)C3CC(=O)N(c4ccc(C)cc4)C3)CC2)cc1 (centres undefined),12%,21%,5,3%,-1%,4%,-1%,-5%,3%
CCOC(=O)N1CCC(N2C(=O)c3ccccc3C2Nc2ccc(Cl)cn2)CC1 (centres undefined),1%[57.1 µM],0%,-3,-11%,-1%,-2%,4%[57.1 µM],10%,33%
C=CCOC(=O)/C(=C/c1cccnc1)NC(=O)c1ccccc1,23%,0%,-3,-18%,-6%,17%,2%,-8%,52%[activator]
CCOc1ccc(C2c3[nH]c4ccccc4c3C[C@H]3C(=O)N(C4CCN(Cc5ccccc5)CC4)CC(=O)N23)cc1OC (some centres undefined),15%,-6%,0,-28%,21%,4%,0%,i,13%
CCN(CC)C(=O)CN(c1cc2c(cc1OC)oc1ccccc12)S(=O)(=O)c1ccc(C)cc1,23%[57.1 µM],-14%,-1,-25%,?,1%,-8%,i,10%

# Exported with bars between the fields: three of the compounds above
smiles | rTrxR1 inhibitor | GLS inh | PI4K2A inh | USP1-UAF1 inh | Pin1 inhibitor | mIDH1 inhibitor | TrxR1 substrate | Tb PGK inh | HP1b binding inh
COc1ccc(-c2nnc(SCC3CCCO3)n2C)cc1 (centres undefined) | 13%[57.1 µM] | 2% | -3 | -7% | -2% | -3% | 8% | -4% | 24%
O=S(=O)(c1ccc(Cl)cc1)c1cnc2ccccc2n1 | -20% | -8% | 3 | -18% | -5% | -4% | 3% | -8% | 28%
CN1OC[C@@H]2CN[C@H](c3cccc(Oc4ccccc4)c3)C[C@@H]21 | nt | 0% | -1 | -14% | nt | 0% | nt | -6% | nt

# Only part of the results is shown; the hit share may differ from the screen's.
